TROY NFkB inh: inhibitors of TROY-dependent NF-kB signaling; Q293 LMP1-TROYcd NF-kB luciferase reporter, 4 h; inhibition, % at 10 µM; 360,000 tested, 0.98% active;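 active means compounds whose plate-normalised and pattern-corrected inhibition of the luciferase reporter signal at the single screening dose is 50% or more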
EBV LMP1 NFkB: Epstein-Barr LMP1 NF-kappaB reporter inhibition; 350,000 tested, 0.69% active; inhibition, % at 12.5 µM; LMP1-induced NF-kappaB luciferase reporter cells, luminescence; in the data active means inhibition above about 41%;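 further: 0% = neutral control wells and 100% = reference inhibitor control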
COUP-TFII inh: inhibitors of human COUP-TFII (NR2F2); P24468; HEK293T NGFI-A luciferase reporter, luminescence; inhibition, % at 8.6 µM; 370,000 tested, 0.7% active;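 active means inhibition above a per-plate cutoff, mean inhibition of test wells between control levels plus 3 SD, cut at about 38% in these data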;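 further: cells cotransfected with COUP-TFII expression vector driving the NGFI-A reporter; 0% = median of COUP-TF2 test wells and 100% = reporter-only cells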
Target sequence (P24468 whole entry, looked up): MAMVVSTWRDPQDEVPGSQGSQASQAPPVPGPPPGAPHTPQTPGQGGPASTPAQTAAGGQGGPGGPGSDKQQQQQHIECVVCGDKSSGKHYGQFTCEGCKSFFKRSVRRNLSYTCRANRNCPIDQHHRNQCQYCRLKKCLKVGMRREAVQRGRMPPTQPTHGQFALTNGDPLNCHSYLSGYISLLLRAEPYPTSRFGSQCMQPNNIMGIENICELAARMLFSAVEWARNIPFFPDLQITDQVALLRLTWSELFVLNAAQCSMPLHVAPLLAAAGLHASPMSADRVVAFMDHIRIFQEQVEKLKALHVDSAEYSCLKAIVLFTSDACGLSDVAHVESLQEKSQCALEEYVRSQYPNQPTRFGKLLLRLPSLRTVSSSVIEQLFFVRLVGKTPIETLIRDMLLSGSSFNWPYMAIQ
NOD2-RIPK2 inh: NOD2-RIPK2 protein interaction inhibition; O43353; CHO BLA complementation NOD2-RIPK2, CCF4 ratio; inhibition, % at 4.98 µM; 360,000 tested, 0.38% active; in the data active means inhibition above about 21%;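 further: 0% = vehicle only and 100% = reference blocker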
LRH-1 inv ag: NR5A2 inverse agonism in reporter assay | inhibition, % at 3.6 µM | AID 602396 | 360,000 tested, 0.13% active | O00482 | HEK293T StAR-luciferase reporter, LRH-1 transfected, 24 h;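 active means inhibition above the mean inhibition of all tested compounds plus 3 SD, cut at about 73% in these data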;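 further: 0% = DMSO wells and 100% = reporter-only cells lacking LRH-1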
Target sequence (O00482 whole entry, looked up): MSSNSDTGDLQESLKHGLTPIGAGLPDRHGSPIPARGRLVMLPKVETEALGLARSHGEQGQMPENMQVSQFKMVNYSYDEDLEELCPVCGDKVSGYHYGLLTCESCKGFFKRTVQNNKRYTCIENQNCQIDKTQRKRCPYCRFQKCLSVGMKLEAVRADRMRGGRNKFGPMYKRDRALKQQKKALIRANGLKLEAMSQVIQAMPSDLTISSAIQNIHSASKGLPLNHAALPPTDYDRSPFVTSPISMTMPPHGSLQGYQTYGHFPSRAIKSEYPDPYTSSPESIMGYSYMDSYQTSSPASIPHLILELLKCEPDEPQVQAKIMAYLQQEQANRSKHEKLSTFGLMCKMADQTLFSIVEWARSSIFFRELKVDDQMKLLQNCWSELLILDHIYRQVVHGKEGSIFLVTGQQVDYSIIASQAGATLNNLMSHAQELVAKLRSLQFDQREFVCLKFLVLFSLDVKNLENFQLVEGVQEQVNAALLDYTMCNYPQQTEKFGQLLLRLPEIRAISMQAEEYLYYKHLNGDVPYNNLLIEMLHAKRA
NCOA1 inh: human NCOA1 inhibition | HEK293 GAL4-SRC1 luciferase reporter, luminescence | inhibition, % at 3.6 µM | AID 588354 | Q15788 | 360,000 tested, 0.12% active;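 active means inhibition above the campaign mean plus 3 SD, with each screening campaign given its own cutoff, cut at about 60% in these data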;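 further: 0% = DMSO treated cells and 100% = gossypol at 36 µM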
NCOA3 inh: inhibits human SRC3 coactivator; HEK293 GAL4-SRC3 luciferase reporter, luminescence; inhibition, % at 3.6 µM; 360,000 tested, 0.17% active;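 active means inhibition above a per-campaign cutoff, the mean of all compounds plus 3 SD, cut at about 60% in these data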;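 further: 0% = DMSO-treated cells and 100% = gossypol-treated cells at 36 µM; higher means less SRC3-driven luciferase light from the GAL4 reporter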
TRAIL sens C8: sensitizes caspase-8 expressing cells to TRAIL; inhibition (viability loss, TRAIL sensitization), % at 10 µM; AID 624354; 360,000 tested, 1% active; NB7+C8 cells + TRAIL, ATPlite viability luminescence;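 active means compounds causing at least 50% loss of cell viability in the single-dose screen, relative to plate controls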
TLR9-MyD88 inh: blocks human TLR9 binding to MyD88 | 340,000 tested, 0.21% active | AID 504734 | CHO BLA complementation TLR9-MyD88, CCF4 FRET ratio | inhibition, % at 4.98 µM;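 active means inhibition above the mean over all tested compounds plus 3 SD, cut at about 21% in these data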;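 further: 0% = DMSO only wells and 100% = clavulanate BLA inhibitor control wells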
NCOA2 inhibitor: human SRC2 (NCOA2) inhibition; Q15596; HEK293 GAL4-SRC2 luciferase reporter, luminescence; inhibition, % at 9 µM; 370,000 tested, 0.17% active; AID 651957;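 active means inhibition above the mean inhibition of all tested compounds plus 3 SD, set per campaign, cut at about 52% in these data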;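 further: 0% = DMSO treated cells and 100% = cells given Gossypol at 36 µM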
Vif inh: blocks HIV Vif function. HEK293T cells, Vif self-association by quenched fluorescence, imaging, 24 h. inhibition, % at 7.49 µM. 340,000 tested, 0.35% active. AID 602346; in the data active means inhibition above about 50%, passing the limit was not always enough; further: some results filed as inactive read as strong as hits
Numbers without * were called inactive. A portion of the library; the hit share may differ from the screen's.

For CCOC(=O)C(CC)Sc1nc2c(c(=O)[nH]c(=O)n2C)n1CCc1ccccc1 (stereo not drawn) the results were EBV LMP1 NFkB 5, COUP-TFII inh 9, NOD2-RIPK2 inh 10, LRH-1 inv ag 5, NCOA1 inh 6, NCOA3 inh 9, TRAIL sens C8 -10, TLR9-MyD88 inh -6, NCOA2 inhibitor -26 and Vif inh 1.
For O=C(CSc1nc2ccccc2n1-c1ccccc1)Nc1ncc(Cl)cc1Cl the results were TROY NFkB inh -16, EBV LMP1 NFkB -23, COUP-TFII inh -47, NOD2-RIPK2 inh 2, LRH-1 inv ag -30, NCOA1 inh -20, NCOA3 inh -32, TRAIL sens C8 33, TLR9-MyD88 inh -9, NCOA2 inhibitor 19 and Vif inh -15.
`Cc1ccc2cccc(Oc3ccc([N+](=O)[O-])cc3[N+](=O)[O-])c2n1` gave TROY NFkB inh 20, EBV LMP1 NFkB -4, COUP-TFII inh -7, NOD2-RIPK2 inh 10, LRH-1 inv ag 24, NCOA1 inh 9, NCOA3 inh 11, TRAIL sens C8 -12, TLR9-MyD88 inh -2, NCOA2 inhibitor -10 and Vif inh 0.
For CC(=O)c1cccc(NC2c3ncccc3C(=O)N2Cc2ccco2)c1 (stereo not drawn) the results were TROY NFkB inh -1, EBV LMP1 NFkB 1, COUP-TFII inh 1, NOD2-RIPK2 inh -7, LRH-1 inv ag -7, NCOA1 inh 7, NCOA3 inh 8, TRAIL sens C8 7, TLR9-MyD88 inh -5, NCOA2 inhibitor 10 and Vif inh 5.
For O=C(NCC(c1cccnc1)N1CCN(c2ccccc2F)CC1)c1cccc(Cl)c1 (stereo not drawn) the results were TROY NFkB inh 5, EBV LMP1 NFkB 14, COUP-TFII inh 16, NOD2-RIPK2 inh -2, LRH-1 inv ag 1, NCOA1 inh -4, NCOA3 inh 12, TRAIL sens C8 0, TLR9-MyD88 inh -1, NCOA2 inhibitor 20 and Vif inh -14.
`Cc1ccc(C2=N/C(=C/c3cccs3)C(=O)N2Nc2ccccc2)cc1` gave TROY NFkB inh 14, EBV LMP1 NFkB -2, COUP-TFII inh -3, NOD2-RIPK2 inh 9, LRH-1 inv ag 1, NCOA1 inh 3, NCOA3 inh -3, TRAIL sens C8 4, TLR9-MyD88 inh 15, NCOA2 inhibitor 7 and Vif inh 0.
Screening Nn1c(Cc2cccc3ccccc23)nnc1SCc1ccccc1 returned TROY NFkB inh 7, EBV LMP1 NFkB -3, COUP-TFII inh 9, NOD2-RIPK2 inh -9, LRH-1 inv ag -16, NCOA1 inh -9, NCOA3 inh 14, TRAIL sens C8 1, TLR9-MyD88 inh -16, NCOA2 inhibitor -17 and Vif inh 2.
Screening Clc1ccc(OCCN2CCCCC2)c(Cl)c1 returned TROY NFkB inh -7, EBV LMP1 NFkB 4, COUP-TFII inh 6, NOD2-RIPK2 inh 3, LRH-1 inv ag -4, NCOA1 inh 9, NCOA3 inh -6, TRAIL sens C8 8, TLR9-MyD88 inh -4, NCOA2 inhibitor -12 and Vif inh 14.
`COc1cc(OC)cc(C(=O)OCC(=O)c2ccc(S(=O)(=O)N3CCCCC3)cc2)c1` gave TROY NFkB inh 0, EBV LMP1 NFkB 0, COUP-TFII inh 0, NOD2-RIPK2 inh -5, LRH-1 inv ag -13, NCOA1 inh -6, NCOA3 inh 0, TRAIL sens C8 -5, TLR9-MyD88 inh -5, NCOA2 inhibitor -26 and Vif inh 8.
For COc1ccc(C(=O)Nc2ccccc2C(=O)NC(Cc2ccc(O)cc2)C(=O)NNC(=O)c2ccc(C)cc2)cc1 (stereo not drawn) the results were TROY NFkB inh -14, EBV LMP1 NFkB 14, COUP-TFII inh 2, NOD2-RIPK2 inh 4, LRH-1 inv ag -4, NCOA1 inh -17, NCOA3 inh -6, TRAIL sens C8 21, TLR9-MyD88 inh -8, NCOA2 inhibitor -10 and Vif inh -12.
For O=C(CN1C(=O)C2CC=C(Cl)CC2C1=O)NCc1ccccc1 (stereo not drawn) the results were TROY NFkB inh 17, EBV LMP1 NFkB -3, COUP-TFII inh -2, NOD2-RIPK2 inh -10, LRH-1 inv ag -5, NCOA1 inh 4, NCOA3 inh 1, TRAIL sens C8 7, TLR9-MyD88 inh 0 and NCOA2 inhibitor 9.
CC(C)C1Cc2c(sc(NC(=S)NC(=O)c3ccccc3)c2C#N)CO1 (stereo not drawn) was read as TROY NFkB inh 2, EBV LMP1 NFkB 2, COUP-TFII inh -14, NOD2-RIPK2 inh -6, LRH-1 inv ag 4, NCOA1 inh -105, NCOA3 inh 3, TRAIL sens C8 -7, TLR9-MyD88 inh -10 and NCOA2 inhibitor -5.
`O=C(NCCCN1CCOCC1)C(=O)NCc1ccc(Cl)cc1` gave TROY NFkB inh -9, EBV LMP1 NFkB 15, COUP-TFII inh 16, NOD2-RIPK2 inh 0, LRH-1 inv ag -2, NCOA1 inh -14, NCOA3 inh 21, TRAIL sens C8 -9, TLR9-MyD88 inh -14, NCOA2 inhibitor 13 and Vif inh -2.
For Cc1ccc(S(=O)(=O)N2CCN(C(=O)c3cc4c(s3)CCCC4)CC2)cc1 the results were TROY NFkB inh 13, EBV LMP1 NFkB 5, COUP-TFII inh -5, NOD2-RIPK2 inh -9, LRH-1 inv ag -43, NCOA1 inh -13, NCOA3 inh -30, TRAIL sens C8 3, TLR9-MyD88 inh 1, NCOA2 inhibitor 2 and Vif inh 2.
`COCCN(C(=O)COC(=O)C1=COCCO1)c1c(N)n(Cc2ccccc2)c(=O)[nH]c1=O` gave TROY NFkB inh -11, EBV LMP1 NFkB 0, COUP-TFII inh 16, NOD2-RIPK2 inh 6, LRH-1 inv ag -20, NCOA1 inh -15, NCOA3 inh -7, TRAIL sens C8 -6, TLR9-MyD88 inh -7, NCOA2 inhibitor -30 and Vif inh 9.
For O=S(=O)(NCCSc1ccccc1)c1cccs1 the results were TROY NFkB inh -22, EBV LMP1 NFkB 5, COUP-TFII inh 12, NOD2-RIPK2 inh 0, LRH-1 inv ag 11, NCOA1 inh 10, NCOA3 inh -6, TRAIL sens C8 8, TLR9-MyD88 inh 1, NCOA2 inhibitor -12 and Vif inh 6.
`CN(NC1OC(=O)c2ccccc21)c1c([N+](=O)[O-])cc(C(F)(F)F)cc1[N+](=O)[O-]` (stereo not drawn) gave TROY NFkB inh 3, EBV LMP1 NFkB -3, COUP-TFII inh 14, NOD2-RIPK2 inh -5, LRH-1 inv ag -5, NCOA1 inh -1, NCOA3 inh 19, TRAIL sens C8 9, TLR9-MyD88 inh -6, NCOA2 inhibitor 6 and Vif inh -3.
Screening Cc1ccc(C(=O)c2cc([N+](=O)[O-])ccc2N2CCCCC2)cc1 returned TROY NFkB inh -2, EBV LMP1 NFkB -6, COUP-TFII inh -73, NOD2-RIPK2 inh 7, LRH-1 inv ag 27, NCOA1 inh -30, NCOA3 inh 13, TRAIL sens C8 -4, TLR9-MyD88 inh 0, NCOA2 inhibitor 29 and Vif inh 6.
`Cc1ccc(-n2nnnc2CNC(=O)c2ccc(Br)o2)cc1C` gave TROY NFkB inh 2, EBV LMP1 NFkB -7, COUP-TFII inh 13, NOD2-RIPK2 inh -9, LRH-1 inv ag 4, NCOA1 inh -9, NCOA3 inh 4, TRAIL sens C8 -8, TLR9-MyD88 inh -8, NCOA2 inhibitor 9 and Vif inh -1.
For C#CC[N+](C)(C)CCCCCCCCCCCC the results were TROY NFkB inh 29, EBV LMP1 NFkB 18, COUP-TFII inh 41*, NOD2-RIPK2 inh -2, LRH-1 inv ag 53, NCOA1 inh 39, NCOA3 inh 59, TRAIL sens C8 33, TLR9-MyD88 inh -1, NCOA2 inhibitor 31 and Vif inh -16.
Screening COc1ccc(CCNC(=O)CCn2c(=O)oc3ccccc32)cc1 returned TROY NFkB inh 5, EBV LMP1 NFkB 0, COUP-TFII inh -9, NOD2-RIPK2 inh 4, LRH-1 inv ag 2, NCOA1 inh 1, NCOA3 inh 5, TRAIL sens C8 -2, TLR9-MyD88 inh 0 and NCOA2 inhibitor 11.
CC1CCCCC12NC(=O)N(CC(=O)Nc1nccs1)C2=O (stereo not drawn) was read as TROY NFkB inh 4, EBV LMP1 NFkB -13, COUP-TFII inh -1, NOD2-RIPK2 inh -7, LRH-1 inv ag 19, NCOA1 inh -10, NCOA3 inh -3, TRAIL sens C8 -9, TLR9-MyD88 inh -13, NCOA2 inhibitor 1 and Vif inh -1.
`Cc1ccc(NC(=O)COC(=O)c2cccnc2Cl)cc1S(=O)(=O)N1CCOCC1` gave TROY NFkB inh 13, EBV LMP1 NFkB -7, COUP-TFII inh -18, NOD2-RIPK2 inh -6, LRH-1 inv ag 1, NCOA1 inh -6, NCOA3 inh -7, TRAIL sens C8 -13, TLR9-MyD88 inh -10, NCOA2 inhibitor -27 and Vif inh 3.
Screening CCOC(=O)c1ccccc1NC(=O)C1CC(=O)N(C2CCCCC2)C1 (stereo not drawn) returned TROY NFkB inh 7, EBV LMP1 NFkB -1, COUP-TFII inh 8, NOD2-RIPK2 inh -6, LRH-1 inv ag 3, NCOA1 inh -1, NCOA3 inh -19, TRAIL sens C8 -26, TLR9-MyD88 inh -77, NCOA2 inhibitor -37 and Vif inh 3.
Cc1ccc2c(c1)C1CN(C)CCC1N2C(=S)NC(=O)c1ccc(Br)cc1 (stereo not drawn) was read as TROY NFkB inh -12, EBV LMP1 NFkB 7, COUP-TFII inh 2, NOD2-RIPK2 inh -8, LRH-1 inv ag 2, NCOA1 inh -2, NCOA3 inh 1, TRAIL sens C8 9, TLR9-MyD88 inh 0, NCOA2 inhibitor 28 and Vif inh 7.
Screening COc1ccccc1NC(=O)c1nn(-c2ccccc2)ccc1=O returned TROY NFkB inh -16, EBV LMP1 NFkB 3, COUP-TFII inh 0, NOD2-RIPK2 inh 8, LRH-1 inv ag -12, NCOA1 inh -7, NCOA3 inh 16, TRAIL sens C8 -8, TLR9-MyD88 inh 0, NCOA2 inhibitor -13 and Vif inh -6.

As a short view, part of the list above:
Screening COc1ccc(CCNC(=O)CCn2c(=O)oc3ccccc32)cc1 returned TROY NFkB inh 5, EBV LMP1 NFkB 0, COUP-TFII inh -9, NOD2-RIPK2 inh 4, LRH-1 inv ag 2, NCOA1 inh 1, NCOA3 inh 5, TRAIL sens C8 -2, TLR9-MyD88 inh 0 and NCOA2 inhibitor 11.
CC1CCCCC12NC(=O)N(CC(=O)Nc1nccs1)C2=O (stereo not drawn) was read as TROY NFkB inh 4, EBV LMP1 NFkB -13, COUP-TFII inh -1, NOD2-RIPK2 inh -7, LRH-1 inv ag 19, NCOA1 inh -10, NCOA3 inh -3, TRAIL sens C8 -9, TLR9-MyD88 inh -13, NCOA2 inhibitor 1 and Vif inh -1.
`Cc1ccc(NC(=O)COC(=O)c2cccnc2Cl)cc1S(=O)(=O)N1CCOCC1` gave TROY NFkB inh 13, EBV LMP1 NFkB -7, COUP-TFII inh -18, NOD2-RIPK2 inh -6, LRH-1 inv ag 1, NCOA1 inh -6, NCOA3 inh -7, TRAIL sens C8 -13, TLR9-MyD88 inh -10, NCOA2 inhibitor -27 and Vif inh 3.

Source: PubChem BioAssay
